# Bioassay records deposited in PubChem by several laboratories.
# PMI act: increases human mannose-6-phosphate isomerase activity | P34949 | purified human PMI, coupled resazurin fluorescence, 20 min; stronger effect = higher value; 1 = vehicle control, 0 substrate-free wells | activation factor at 20 µM | actives 0.005% (n = 190,000) | AID 1214;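 active means activation factor of 2 or more at 20 µM, relative to plate controls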
# FLuc act counter: firefly luciferase counter-screen for stimulation assays; P08659; ATPlite luciferase biochemical, luminescence, 10 min; 0 = ATP-free wells, 1 = DMSO control; activation factor at 10 µM; 200,000 tested, under 10 active; AID 1027;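 active means luciferase activation factor, scaled between plate controls, of at least 2 with compound at 10 µM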
# Target sequence (P08659 whole entry, looked up): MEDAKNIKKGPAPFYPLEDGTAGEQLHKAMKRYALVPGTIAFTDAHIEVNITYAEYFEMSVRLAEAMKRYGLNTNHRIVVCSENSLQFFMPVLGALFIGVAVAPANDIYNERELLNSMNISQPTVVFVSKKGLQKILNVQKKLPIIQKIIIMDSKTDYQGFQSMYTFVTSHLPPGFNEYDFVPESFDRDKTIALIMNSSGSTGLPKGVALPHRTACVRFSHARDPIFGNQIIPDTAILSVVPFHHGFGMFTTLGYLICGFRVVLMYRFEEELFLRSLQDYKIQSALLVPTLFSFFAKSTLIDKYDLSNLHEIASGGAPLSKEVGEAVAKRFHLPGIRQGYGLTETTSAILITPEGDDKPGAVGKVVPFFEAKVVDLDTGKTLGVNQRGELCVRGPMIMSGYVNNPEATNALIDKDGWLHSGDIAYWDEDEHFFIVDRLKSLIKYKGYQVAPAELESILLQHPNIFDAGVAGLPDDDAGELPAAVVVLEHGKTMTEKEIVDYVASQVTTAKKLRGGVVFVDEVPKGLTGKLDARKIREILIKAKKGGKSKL
#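 Material: Luciferase/luciferin reagent mix; Doses: test compounds dosed from 2 mM stocks in 100% DMSO; Schedule: 10 min incubation after luciferase reagent addition, room temperature; Measured by: luminescence from luciferase reaction; Read-out: luminescence gain marking luciferase activators.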
# Efa HMGR inh: inhibitors of class II HMG-CoA reductase from Enterococcus faecalis | purified E. faecalis HMGR, NADPH absorbance 340 nm kinetic | inhibition, % at 10 µM | actives 0.41% (n = 190,000);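 active means inhibition above a set limit, the median over all tested compounds plus 3 SD, cut at about 9.5% in these data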;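 further: enzyme runs in reverse so mevalonate oxidation gives rising NADPH absorbance; 0% = complete reaction with DMSO and 100% = background rate lacking mevalonate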
# Diaphorase act: activates diaphorase or chemically reduces, flagging diaphorase assay artifacts. Diaphorase/resazurin coupled assay, resorufin fluorescence, 16 min; stronger effect = higher value; 1 = vehicle wells, 0 = NADH-free wells. activation factor at 20 µM. actives 0.005% (n = 190,000). AID 1229;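 active means diaphorase activity raised at least twofold by the compound at 20 µM; inactive means activation factor below 2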
#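 test system = bacterial diaphorase enzyme (C. kluyveri) | quantity = enzyme 0.07 U/mL final | reagent = NADH substrate 0.114 mM plus resazurin dye 0.1 mM, final | incubation = 16 min enzyme reaction, ambient temperature | buffer or medium = HEPES pH 7.4 buffer with MgCl2 and Tween 20 | signal = fluorescence of resorufin, 544 nm excitation, 590 nm emission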
# TNAP inh noacc: blocks human TNAP activity with no phosphate acceptor present. P05186. purified TNAP, CDP-star luminescence, 30 min. inhibition, % at 20 µM. actives 0.26% (n = 200,000). AID 1012;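 active means tissue-nonspecific alkaline phosphatase inhibition above about 50% at 20 µM in the single-dose screen, limit read from the data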;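 further: 0% = DMSO negative control and 100% = EDTA positive control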
# Target sequence (P05186 whole entry, looked up): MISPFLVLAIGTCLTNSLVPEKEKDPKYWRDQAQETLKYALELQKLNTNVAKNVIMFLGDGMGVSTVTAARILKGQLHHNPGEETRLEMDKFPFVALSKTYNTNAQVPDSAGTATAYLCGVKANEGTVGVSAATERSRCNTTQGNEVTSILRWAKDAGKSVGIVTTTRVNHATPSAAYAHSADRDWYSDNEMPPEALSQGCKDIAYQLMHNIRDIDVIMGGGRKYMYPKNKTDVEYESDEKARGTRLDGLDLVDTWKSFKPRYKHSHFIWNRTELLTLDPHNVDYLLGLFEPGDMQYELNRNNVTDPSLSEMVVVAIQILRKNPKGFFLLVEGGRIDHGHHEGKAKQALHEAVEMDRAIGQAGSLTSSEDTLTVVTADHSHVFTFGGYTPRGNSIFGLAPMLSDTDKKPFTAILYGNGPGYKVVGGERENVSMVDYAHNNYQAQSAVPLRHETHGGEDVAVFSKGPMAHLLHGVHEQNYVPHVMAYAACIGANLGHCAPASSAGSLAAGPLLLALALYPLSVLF
# TNAP act hi DEA: activators of human TNAP at high phosphate acceptor concentration; purified TNAP, CDP-star luminescence, 1 M DEA, 30 min; stronger effect = higher value; 0 = EDTA background, 1 = DMSO-only activity; P05186; AID 1136; activation factor at 20 µM; 200,000 tested, under 10 active;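 active means activation factor at least 2 at 20 µM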
#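 Assay system: human TNAP; Input: enzyme diluted 1/800 final; Reagent: CDP-star luminogenic substrate at 100 µM final; Timing: 30 min, room temperature; Signal: luminescence; Evaluation: TNAP activation factor scaled between EDTA and DMSO control wells.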
# G6PDH counter: counter-screen for G6PDH assay hits: L. mesenteroides G6PDH inhibition | actives 0.12% (n = 200,000) | AID 1020 | Purified L. mesenteroides G6PDH, diaphorase/resazurin coupled fluorescence, 45 min | inhibition, % at 5 µM; in the data active means inhibition above about 50%
# TNAP inh hiacc: blocks human TNAP under high phosphate acceptor concentration; inhibition, % at 20 µM; P05186; purified TNAP, CDP-star luminescence, 1 M DEA; actives 0.03% (n = 200,000);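 active means over 50% inhibition of tissue-nonspecific alkaline phosphatase at 20 µM in the single-dose screen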;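 further: plate controls were DMSO wells for no effect and EDTA-quenched wells as full inhibition for full effect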
# PMI act satM6P: activators of human phosphomannose isomerase at near-saturating mannose 6-phosphate | activation factor at 20 µM | P34949 | coupled PMI enzyme assay, resazurin fluorescence, 20 min; stronger effect = higher value; 1 = untreated enzyme, 0 = substrate-free blank | actives 0.34% (n = 190,000);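 active means activation factor of 2 or more at 20 µM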
#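 assay system = human phosphomannose isomerase with PGI, G6PDH, diaphorase coupling enzymes | quantity = 15 ng/mL PMI | incubation = enzyme reaction with compound 20 min at room temperature | medium = HEPES pH 7.4 buffer with MgCl2 and Tween-20 | compound dosing = one concentration, 20 µM, in 1% DMSO | measured by = Diaphorase-driven resazurin-to-resorufin fluorescence, excitation 544, emission 590 nm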
# Diaph inh CS: diaphorase inhibition or chemical oxidation counter-screen. diaphorase resazurin-to-resorufin fluorescence, NADH, 16 min; bacterial (C. kluyveri) enzyme, not human. inhibition, % at 20 µM. actives 0.69% (n = 190,000). AID 1217;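 active means primary screen inhibition at 20 µM above a set limit, cut at about 50% in these data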;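 further: plate controls were DMSO with full reaction for no effect and wells lacking NADH for full effect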
#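 System: Bacterial diaphorase enzyme (C. kluyveri) | Incubation: 16-min room-temperature incubation before reading | Benchmarks: No-NADH positive control and DMSO neutral control | Measured by: Resorufin fluorescence 544/590 nm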
# The depositor's hits bear a star; . = no result given. Rows are unselected; any-hit rate near 1.7%.
# Order of values – PMI act	FLuc act counter	Efa HMGR inh	Diaphorase act	TNAP inh noacc	TNAP act hi DEA	G6PDH counter	TNAP inh hiacc	PMI act satM6P	Diaph inh CS
CCn1c(SC)nc(O)c(C(c2ccc(OC)c(O)c2)c2c(O)nc(SC)n(CC)c2=O)c1=O
 : 1.1	1.1	-7	0.8	0	1	8	-3	1.1	24
O=C(CN1CCOCC1)NN=C1CCCCCCCCCCC1
 : 1	1.1	2	0.9	-8	1.1	-3	-6	1	10
C=C(C)C1CC=C(CN2CCC(O)CC2)CC1 (stereo unspecified)
 : 1.1	1.1	2	1	-6	1.1	-7	-10	1.1	3
Cc1ccnc(SCCn2c(N3CC(C)CC(C)C3)nc3c2c(=O)n(C)c(=O)n3C)n1 (stereo unspecified)
 : 1	1.1	-9	0.5	-3	1.1	7	-8	1	51*
OCC1(CCc2ccccc2)CCN(Cc2cc(Cl)ccc2O)CC1
 : 0.8	1.1	1	0.8	-3	1.1	16	-6	0.8	20
CCC(C)(C)n1nnnc1C(c1cc2cc(C)ccc2[nH]c1=O)N1CCCc2ccccc21 (stereo unspecified)
 : 0.6	1	-7	0.3	-9	1	6	-3	0.8	70*
COc1cnn(-c2ccc(Br)cc2)c(=O)c1SCc1ccccc1
 : 0.9	1	1	0.8	3	0.9	-5	5	0.9	16
C/C(=N/NC(=O)COc1cc(C)ccc1C(C)C)C(=O)O
 : 0.9	1.1	0	0.6	-2	1	6	0	0.8	43
O=C(CN1C(=O)c2ccccc2C1=O)Nc1nc(-c2cccc([N+](=O)[O-])c2)cs1
 : 1.1	1.1	-3	1.1	-11	1.1	0	-10	1.1	-6
COC(=O)C1=NN(C(=O)c2cccc(Br)c2)C(O)(c2ccc(Cl)cc2)C1 (stereo unspecified)
 : 0.9	0.7	1	0.9	20	0.9	7	14	1	6
O=C(Cc1c(F)cccc1Cl)Nc1ncc([N+](=O)[O-])s1
 : 1	1	-4	1	8	0.9	4	7	0.9	1
N/C(=N\OC(=O)c1ccco1)c1cccc(Br)c1
 : 1.2	0.4	-7	0.9	-10	1	-10	-2	1.3	13
Cc1cc(N2CCN(C)CC2)nc2ccc(NC(=S)NCCCN3CCN(C)CC3)cc12
 : 1.1	1.1	-4	1.2	-4	1.1	4	-6	1.1	-23
CN1CCC(N(C)C(=O)c2sc3cc(F)ccc3c2Cl)CC1
 : 1	1	-2	1	-6	1	5	-2	1	-3
Cc1nnc(SCc2ccccc2)n(N)c1=O
 : 0.9	1	-3	1	-12	1	12	0	1	5
N#Cc1ccccc1NC(=O)CSC1=Nc2ccccc2C2CC=NN12 (stereo unspecified)
 : 1	1	-3	0.8	-21	1	0	-2	1	21
CCC(=O)/C=C1/Sc2ccc(OC)cc2N1CCO
 : 0.9	1.1	-1	0.9	-6	1	8	-2	1	15
CCC(NC(=O)Nc1cc(OC)c(OC)c(OC)c1)(C(F)(F)F)C(F)(F)F
 : 0.8	1	3	0.6	-13	1.1	14	-9	0.5	37
Cc1ccc(C(=O)Nc2nnc(-c3ccncc3)s2)o1
 : 1	0.9	3	0.9	-11	1.1	0	-9	1	5
O=C(N/N=C/C=C/c1ccccc1)c1ccncc1
 : 1	1	1	1	-66	1	-15	3	1.1	4
Cc1oc2c(CN3CCCC3)c(O)ccc2c(=O)c1-c1ccc(Br)cc1
 : 0.9	1	5	0.9	-3	1	-4	3	0.9	12
C=CCOc1c(Cl)cc(C2NC(=O)NC(C)=C2C(=O)OC)cc1Cl (stereo unspecified)
 : 0.9	1.1	-2	0.8	-11	1.1	7	-7	0.9	25
N#CC1=C(SCC(=O)Nc2nccs2)NC(=O)CC1c1ccccc1 (stereo unspecified)
 : 1	1.1	-3	0.9	19	1.1	4	-5	1	5
CCOC(=O)c1cc(-c2ccc(C#N)cc2)nc2c1c(C)nn2CCC#N
 : 0.9	1	-2	0.9	-4	1	10	-1	0.9	8
O=C1CCCC2=C1C(Cc1ccccc1)C1=C(CCCC1=O)O2
 : 1.1	1.1	4	0.9	-11	1.1	7	-6	1	7
C/C(=C(/NC(=O)c1ccccc1)C(=O)O)c1ccco1
 : 1.2	1	6	1	-9	1	4	-3	1	1
Cc1cccc(-n2c(=S)[nH]c3c(oc4ccccc43)c2=O)c1
 : 1	1.1	-8	0.4	-9	1.1	-2	-6	0.9	64*
O=S(=O)(N1CCCCC1)n1c(Cc2ccccc2)nc2ccccc21
 : 0.9	1.1	-2	0.9	-17	1	-16	-2	0.9	14
CCCN(CCC)CCNc1c(N2CCN(C(=O)OCC)CC2)c(=O)c1=O
 : 1.1	1	2	1	-18	1	3	-4	1.1	-2
CC(C)COCc1ccc(O)c2ncccc12
 : 0.7	1	0	0.4	-11	1.1	25	-7	0.9	55*
COc1ccc(S(=O)(=O)N2CCOCC2)cc1Br
 : 0.9	1.1	2	0.9	-6	1	9	-3	0.9	10
CN(C(=O)COC(=O)c1cncc(Br)c1)C1CCS(=O)(=O)C1 (stereo unspecified)
 : 1	1	1	0.9	-13	1.1	-3	-5	1	11
Cc1ccc(O)c(C(=O)CC(=O)c2cccc(F)c2)c1
 : 1.1	1	-2	1	1	1	8	-5	1.1	3
Cc1ccc(NS(=O)(=O)c2ccc(CCC(=O)N3CCCC3)cc2)cc1
 : 1	1	-4	1.1	-8	1	3	-2	1	-10
COC(=O)c1sccc1NC(=O)CSc1ccccc1NS(=O)(=O)c1cc(Cl)ccc1Cl
 : 1	1.1	-5	0.9	11	1	-13	-4	1.1	7
Cc1ccc(S(=O)(=O)N2CCN(Cc3ccccc3C(F)(F)F)CC2)cc1
 : 0.7	1.1	-3	0.7	-12	1	4	-4	0.9	30
CCOc1ncccc1C(=O)Oc1ccc2c(c1)OCO2
 : 1	1.1	-5	1	-1	1	17	1	1	4
O=C(Cc1ccc(S(=O)(=O)N2CCOCC2)s1)Nc1ccccc1N1CCOCC1
 : 1.2	1.1	0	0.8	-3	1	4	-4	1	16
O=C1NC(Cc2c[nH]c3ccccc23)C(=O)N1c1ccc(F)cc1 (stereo unspecified)
 : 0.9	1.1	-2	0.8	-13	1	-8	-4	0.9	16
CC(Oc1cccc2c1OC(C)(C)C2)C(=O)O (stereo unspecified)
 : 1.1	1.1	-1	0.8	-14	1	5	-4	1.1	16
COCCNC(=O)Nc1ccc2nc(-c3ccco3)c(-c3ccco3)nc2c1
 : 1.2	1	0	0.3	6	0.9	38	13	0.7	70*
COc1ccc(N2CCN(C(=O)c3c(C)nn(-c4ccccc4)c3C)CC2)cc1
 : 1	1.1	-1	0.9	-10	1	7	-3	1	8
CC(=O)c1cccc(N/C=C\c2nnnn2-c2ccc(F)cc2)c1
 : 1	1	2	0.9	-12	1.1	-8	-6	0.9	13
CCC(C)NC(=O)c1cn(CC)c2ccc(S(=O)(=O)N(C)C)cc2c1=O (stereo unspecified)
 : 1.1	1	4	0.9	-12	1	46	-5	1.1	10
Cc1ccc2nc(C3CCN(CC(=O)N4CCCCCC4)CC3)[nH]c2c1
 : 0.9	1	-3	0.8	-7	1	-16	-5	0.8	22
COCCNS(=O)(=O)c1ccccc1
 : 1	1.1	-5	1	8	1	3	-5	1.2	-3
Cc1cc(C(F)(F)F)n(-c2nc(C(=O)O)cs2)n1
 : 1.3	1.1	6	1.1	-4	1	5	-2	1.1	-13
COC(=O)CNC(=O)C(C)(C)Oc1ccc(Cl)cc1
 : 1	1	-2	0.9	-18	1	0	-3	1	9
CC(C)C[C@H](NC(=O)c1nc[nH]c1C(=O)N(C)Cc1ccccc1)C(=O)OCc1ccccc1
 : 0.7	1	-2	0.6	-6	1.1	20	-11	0.7	41
COc1ccc(Cl)cc1N(C(=O)Nc1cccc(Cl)c1)C1=NCC(C)S1 (stereo unspecified)
 : 1	1.1	-3	0.9	-5	1	-2	2	1	10

# The listing continues:
# Order of values – PMI act	FLuc act counter	Efa HMGR inh	Diaphorase act	TNAP inh noacc	TNAP act hi DEA	G6PDH counter	TNAP inh hiacc	PMI act satM6P	Diaph inh CS
Cc1ccc(-c2cc(C(=O)NCC3CCCO3)c3ccccc3n2)cc1C (stereo unspecified)
 : 0.9	0.7	-1	0.8	-3	1.1	4	-6	0.9	18
COc1cccc(C(=O)N2CCN(S(=O)(=O)Cc3ccccc3)CC2)c1OC
 : 1.1	1.1	-3	1	-4	1	6	0	1	3
COc1ccc(C(C[N+](=O)[O-])c2c(C)cc3ccccn23)cc1 (stereo unspecified)
 : 1.1	1.1	4	0.9	-1	1	7	0	0.8	11
COc1cccc(Cn2cccc(NC(=O)Nc3ccccc3C)c2=O)c1
 : .	1	1	.	-3	1	13	3	.	.
COc1ccccc1NC(=S)N(CCc1ccc(OC)c(OC)c1)Cc1ccccn1
 : 1	1	-2	0.9	-8	1	4	2	1	12
COc1ccc(CNc2nc(-c3cccnc3)nn2C(=O)CC(C)C)cc1
 : 1	1	-3	0.8	3	1	1	-4	0.9	19

# Quoted at random: six records from the list.
# Order of values – PMI act	FLuc act counter	Efa HMGR inh	Diaphorase act	TNAP inh noacc	TNAP act hi DEA	G6PDH counter	TNAP inh hiacc	PMI act satM6P	Diaph inh CS
COc1ccc(CNc2nc(-c3cccnc3)nn2C(=O)CC(C)C)cc1
 : 1	1	-3	0.8	3	1	1	-4	0.9	19
COc1ccc(C(C[N+](=O)[O-])c2c(C)cc3ccccn23)cc1 (stereo unspecified)
 : 1.1	1.1	4	0.9	-1	1	7	0	0.8	11
COc1cccc(Cn2cccc(NC(=O)Nc3ccccc3C)c2=O)c1
 : .	1	1	.	-3	1	13	3	.	.
COc1cccc(C(=O)N2CCN(S(=O)(=O)Cc3ccccc3)CC2)c1OC
 : 1.1	1.1	-3	1	-4	1	6	0	1	3
Cc1ccc(-c2cc(C(=O)NCC3CCCO3)c3ccccc3n2)cc1C (stereo unspecified)
 : 0.9	0.7	-1	0.8	-3	1.1	4	-6	0.9	18
COc1ccccc1NC(=S)N(CCc1ccc(OC)c(OC)c1)Cc1ccccn1
 : 1	1	-2	0.9	-8	1	4	2	1	12
